Bioassay records: PubChem BioAssay, Southern Research Specialized Biocontainment Screening Center
inhibitors of VEEV = inhibitors of VEEV TC-83 cytopathic effect, confirmation, Vero cells (AID 588727). 350,000 compounds, 0.13% hits. Vero cells, VEEV TC-83 cytopathic effect inhibition; higher % means a stronger effect. one-dose inhibition, % at 20 µM; IC50 in µM for titrated hits; in the data active = a potency from the dose series; inconclusive = inhibition mostly from about 14% at the one dose, without a potency; inactive = the rest, 99 in 100 with inhibition below about 12%; also: strong numbers were not always called active
PhoP GFP inhibition = PhoP regulon inhibitors, Salmonella typhi PhoP promoter GFP reporter, confirmatory (AID 1850); Salmonella Typhi PhoP-promoter GFP reporter, fluorescence, 4 h; higher % means a stronger effect; one-dose inhibition, % at 50 µM; IC50 in µM for titrated hits; 310,000 compounds, 0.33% hits; in the data active = a potency from the dose series; inconclusive = inhibition mostly from about 25% at the one dose, without a potency; inactive = the rest, 99 in 100 with inhibition below about 19%;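 also: 0% = induced wells with vehicle and 100% = uninduced wells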
H1N1 NS1A inhibition = H1N1 influenza NS1A inhibitors, functional cell based assay (AID 504329); NS1A functional cell-based assay, percent inhibition; higher % means a stronger effect; inhibition, % at 12.5 µM; hits with a dose series show IC50 in µM; 340,000 compounds, 0.3% hits; in the data active = a potency from the dose series; inconclusive = inhibition above about 27% without an active follow-up result; also: strong numbers were not always called active
M. tuberculosis = growth inhibition of non-replicating M. tuberculosis (AID 488890). Mycobacterium tuberculosis non-replicating, growth inhibition; higher % means a stronger effect. inhibition, % at 25 µM, or IC50 in µM where a hit was titrated. 320,000 compounds, 0.39% hits; in the data active = a potency from the dose series; inconclusive = inhibition mostly from about 82% at the one dose, without a potency; inactive = the rest, 99 in 100 with inhibition below about 76%;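 also: plate controls were DMSO cells for no effect and high antibiotic wells for full effect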
H37Rv inhibition = M. tuberculosis growth inhibition, HTS (AID 449762); M. tuberculosis H37Rv growth inhibition, 7H9 media; higher % means a stronger effect; inhibition, % at 25 µM; hits with a dose series show IC50 in µM; 330,000 compounds, 0.59% hits; in the data active = a potency from the dose series; inconclusive = inhibition above about 70% without an active follow-up result;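 also: bacterial growth assessed after seven days of incubation; strong numbers were not always called active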
inhibitors of VEEV 10K pilot screen = second read-out of inhibitors of VEEV, no call of its own (marks repeat the call); inhibition, %; measured here: 10K pilot screen inhibition
* hit, by the source's call; i = inactive; ? = inconclusive; . = not tested or not shown.

Sample of the layout, 4 compounds:
SMILES	inhibitors of VEEV	PhoP GFP inhibition	H1N1 NS1A inhibition	M. tuberculosis	H37Rv inhibition	others
CCOc1ccccc1NC(=O)c1ccccc1N(C)S(C)(=O)=O	i	0%	-1%	-13%	-4%
COc1ccc(C(=O)NC(=S)NCc2ccco2)cc1Br	7.2%	-1%	1%	59%	10%
COc1cccc(CN(C)C(=O)CNC(=O)c2sc3ccccc3c2Cl)c1OC	7.0%	-10%	-2%	24%	50%
CC(=Nc1ccccc1O)c1sc2ccccc2c1O	0.9%	-8%	-14%	2%	3%

Results, previewed entries included:
SMILES	inhibitors of VEEV	PhoP GFP inhibition	H1N1 NS1A inhibition	M. tuberculosis	H37Rv inhibition	others
CCOc1ccccc1NC(=O)c1ccccc1N(C)S(C)(=O)=O	i	0%	-1%	-13%	-4%
COc1ccc(C(=O)NC(=S)NCc2ccco2)cc1Br	7.2%	-1%	1%	59%	10%
COc1cccc(CN(C)C(=O)CNC(=O)c2sc3ccccc3c2Cl)c1OC	7.0%	-10%	-2%	24%	50%
CC(=Nc1ccccc1O)c1sc2ccccc2c1O	0.9%	-8%	-14%	2%	3%
CCC(C)c1ccc(OCCCCN2CCOCC2)cc1 (stereo not drawn)	0.5%	-7%	-8%	12%	4%
OC(COc1ccc2c(c1)CCC2)Cn1cnc2ccccc21 (stereo not drawn)	i	0%	-12%	43%	21%
COc1ccc(C(=O)Cn2nnc(-c3ccccc3NC(=O)C3CC3)n2)cc1	0.5%	11%	-20%	-11%	2%
Cn1cccc1/C=C(\C#N)c1ccccc1	1.0%	-5%	12%	16%	0%
CCc1cc(=O)oc2cc3occ(C)c3cc12	2.0%	5%	-5%	17%	0%
CC(C)Cc1nc2sc3c(NCc4ccco4)ncnc3c2c2c1COC(C)(C)C2	5.3%	-2%	-13%	5%	-2%
O=C(CCS(=O)(=O)c1ccc(Br)cc1)NCc1cccs1	1.5%	-1%	4%	9%	4%
CCCc1cc(=O)[nH]c(SCC(=O)c2c(C)[nH]c3ccccc23)n1	0.9%	-16%	-23%	18%	5%
O=C(COC(=O)c1cccc(S(=O)(=O)N2CCCC2)c1)NCc1ccccc1	0.7%	-1%	7%	-10%	2%
O=C(COc1ccc(Cl)cc1)Nc1ccc(CN2CCOCC2)cc1	0.0%	.	8%	59%	0%
CC(=O)NCCn1c(SCC(=O)c2ccccc2)nc2ccccc2c1=O	0.7%	-15%	3%	10%	0%
O=C(Oc1cccc2ccccc12)c1ccccc1	0.6%	.	-9%	.	.
CSc1ccccc1NC(=O)CN(C)CC(=O)Nc1ccccc1N1CCOCC1	3.5%	3%	-8%	13%	-2%
O=[N+]([O-])c1ccc(N/N=C/c2cccc(O)c2O)cc1	i	9%	-20%	41%	?
COc1ccc(S(=O)(=O)N2CCOC2CNC(=O)C(=O)NCCc2ccccc2)cc1 (stereo not drawn)	0.5%	1%	-3%	28%	-4%
COc1ccccc1N(Cc1ccccc1)S(=O)(=O)c1cccc(C(=O)Nc2ncccc2C)c1	8.7%	2%	-3%	73%	3%
COC(=O)c1ccccc1NC(=O)COc1ccccc1[N+](=O)[O-]	0.9%	9%	1%	20%	17%
CN(Cc1cccs1)C(=O)CCCc1c[nH]c2ccccc12	1.9%	-15%	-11%	72%	6%
CS(=O)(=O)c1nc(S(=O)(=O)c2ccc(Cl)cc2)c(NCCCn2ccnc2)s1	0.3%	-15%	-9%	6%	5%
O=C(CN1CCN(S(=O)(=O)c2ccc(Cl)s2)CC1)N1CCCCC1	2.2%	.	4%	-6%	-6%
Cc1c(OCC(=O)NCc2cccnc2)ccc2c3c(c(=O)oc12)CCCC3	i	2%	-12%	3%	2%
O=C(CSc1nnnn1-c1cccc(Cl)c1)Nc1ccc2c(c1)CCC2	.	6%	.	-6%	-4%
Cn1c(=O)c2c(nc(SCc3cccnc3)n2Cc2ccccc2)n(C)c1=O	i	3%	1%	34%	7%
CCOC(=O)Cn1c(COc2ccccc2OC)[n+](C)c2ccccc21	i	2%	.	-2%	-2%
COc1cc(Cl)c(C)cc1NC(=O)c1ccc2c(SCC(=O)O)c3c(nc2c1)CCCC3	1.5%	7%	-10%	11%	9%
COc1ccccc1NS(=O)(=O)c1cccc(NC(=O)NC2CCCCC2)c1	i	9%	-5%	-1%	1%
CN(CC(=O)Nc1ccc(F)cc1)C(=O)CSc1ccc2c(c1)OCCO2	i	.	-15%	12%	5%
COc1ccc(-c2cc(C(=O)OCC(=O)N(C)C3CCS(=O)(=O)C3)c3ccccc3n2)cc1OC (stereo not drawn)	9.3%	22%	-4%	-5%	1%
CCC1(C)CN(S(=O)(=O)OCC(Cl)(Cl)Cl)C(=O)N1 (stereo not drawn)	0.4%	7%	1%	9%	0%
CC(C(=O)Nc1ccccn1)c1ccccc1 (stereo not drawn)	i	-3%	-2%	-12%	-5%
Cc1nc2sc(-c3ccccc3)cc2c(=O)[nH]1	5.0%	-7%	-12%	-5%	-9%
CC(=O)c1ccc(NC(=O)C(C)OC(=O)C(C)Oc2cccc(C)c2)cc1 (stereo not drawn)	i	-1%	-4%	48%	-4%
CSc1cnn(-c2ccccc2)c(=O)c1SC	2.2%	10%	22%	-2%	1%
COc1ccc(S(=O)(=O)NCc2cc(-c3ccccc3Cl)no2)cc1	i	4%	-14%	-12%	-3%
CC(=O)OC(C)=O	i	.	-21%	-5%	-12%
Cc1ccc(OCC(=O)n2nc(C)cc2C)c(Br)c1	0.6%	-1%	-4%	8%	-1%

3 compounds picked at random from the list so far:
SMILES	inhibitors of VEEV	PhoP GFP inhibition	H1N1 NS1A inhibition	M. tuberculosis	H37Rv inhibition	others
CCC1(C)CN(S(=O)(=O)OCC(Cl)(Cl)Cl)C(=O)N1 (stereo not drawn)	0.4%	7%	1%	9%	0%
CN(Cc1cccs1)C(=O)CCCc1c[nH]c2ccccc12	1.9%	-15%	-11%	72%	6%
Cc1ccc(OCC(=O)n2nc(C)cc2C)c(Br)c1	0.6%	-1%	-4%	8%	-1%

The list continues.
SMILES	inhibitors of VEEV	PhoP GFP inhibition	H1N1 NS1A inhibition	M. tuberculosis	H37Rv inhibition	others
CCC1CN1P(=S)(N1CC1CC)N1CC1CC (stereo not drawn)	i	.	-16%	.	.
O=C(Nc1cccnc1)/C(N=Nc1c(Cl)cccc1Cl)=C(\O)c1ccccc1	1.5%	-2%	9%	3%	-5%
CCc1nnc(NC(=O)Cc2ccc(OC)c(OC)c2)s1	0.9%	-2%	2%	3%	5%
CC(C)NC(=O)C(=O)NCCCOC(C)C	i	-1%	-12%	-1%	-6%	inhibitors of VEEV 10K pilot screen=0.2
COc1ccc(S(=O)(=O)NCCCCC(=O)O)cc1C(=O)O	1.0%	-1%	-3%	-7%	-6%
NS(=O)(=O)c1ccc(NC(=O)COC(=O)CC2Sc3ccccc3NC2=O)cc1 (stereo not drawn)	i	.	-4%	-4%	-4%
C/C(=N\Nc1ccc(F)cc1)c1ccc(N2CCOCC2)c(F)c1	i	8%	-9%	10%	8%
CN(C(=O)COc1ncnc2sccc12)C1CCCCC1	3.1%	.	-13%	-7%	0%
CCOc1ccc(NC(=O)C2CC(=O)N(C)C(=Nc3ccc4c(c3)OCO4)S2)cc1 (stereo not drawn)	0.7%	-8%	10%	-7%	-1%
Cc1ccccc1OCC(=O)NNC(=O)c1cc(S(=O)(=O)N(C)C)ccc1N1CCCC1	9.6%	-13%	-6%	-2%	-12%
Cc1ccc(-c2nc(SCC(N)=O)c(C#N)c3c2CCCC3)cc1	i	10%	7%	12%	-14%
Cc1ccc(SCc2cc(=O)n3[nH]c(C)nc3n2)cc1	1.4%	5%	-2%	24%	-6%
O=C(Nc1cccnc1)c1cccc(S(=O)(=O)Nc2ccccc2F)c1	14%	.	-7%	.	.
O=C(NCc1ccco1)c1cnc2sccn2c1=O	0.7%	-20%	29%	-19%	-8%
COc1ccc(C)cc1NC(=O)CN(C)S(=O)(=O)c1cc(C)ccc1OC	3.6%	-5%	0%	4%	-4%
COc1cc(C(=O)NCCC(c2ccccc2)c2ccccc2)cc(OC)c1OC	3.6%	-5%	-23%	9%	2%
CN1C(=O)c2ccccc2Sc2ccc(NC(=O)NC3CC3)cc21	0.1%	-7%	-16%	12%	-2%
CC(C)N(Cc1ccccc1)C(=O)COC(=O)C1CCCCC1	4.6%	.	-3%	15%	-3%
Cc1ccc(N2CC(C(=O)Nc3cc(Cl)ccc3-n3cncn3)CC2=O)cc1 (stereo not drawn)	7.3%	4%	-3%	-12%	4%
O=C(NNC(=O)C1CCC1)c1ccccc1	2.8%	.	-2%	8%	-1%
CC(Oc1ccccc1)C(=O)N=Nc1c(O)[nH]c2ccc(Br)cc12 (stereo not drawn)	1.3%	-11%	4%	6%	1%
Cc1ccnc(NC(=O)CNC(=O)Cc2cccc3ccccc23)c1	2.6%	0%	12%	-4%	0%
Cc1sc(NC(=O)CS(=O)(=O)c2ccccc2)c(C(N)=O)c1C	3.0%	4%	-10%	-29%	-9%
COc1ccc2oc(=O)c(C(=O)Nc3ccccc3-c3ccccc3)cc2c1	1.0%	.	6%	.	.
CC1=NN(C(=O)CCc2ccccc2)C(O)(c2ccncc2)C1 (stereo not drawn)	i	-11%	1%	-17%	-8%
COc1ccc(N2CCN(C(=O)Cc3cccs3)CC2)cc1	0.5%	4%	-4%	19%	0%	inhibitors of VEEV 10K pilot screen=1.2
Cc1[nH]c(C)c(S(=O)(=O)N2CCC(C)CC2)c1C(=O)N1CCCC1	4.9%	-9%	0%	-8%	-5%
COc1ccc(C(C)(C)C)cc1NC(=O)CCN1C(=O)NC(C)(C)C1=O	3.5%	.	-5%	10%	-5%
CC(=O)CNc1ccc(S(=O)(=O)N/N=C/c2ccccc2)cc1	0.6%	6%	9%	4%	1%
COC(=O)C1(CCSC)NC(c2ccc(O)c(OC)c2)C2C(=O)N(c3ccc(C)cc3)C(=O)C21 (stereo not drawn)	2.5%	-7%	-4%	-5%	1%
Cc1c(C(=O)N2CCCC2)c(S(=O)(=O)Nc2ccccc2)c(C)n1C	1.1%	-11%	1%	2%	8%
COP(=O)(OC)C1(O)C(=O)Nc2ccc(Br)cc21 (stereo not drawn)	0.6%	-3%	-5%	-9%	-5%
Cc1ccc(S(=O)(=O)Nc2cc3c4c(c2)CCN4C(=O)CC3)cc1	6.5%	-13%	14%	-3%	9%
Cc1cccc(OCC(O)Cn2c(=N)n(CCN3CCCCC3)c3ccccc32)c1 (stereo not drawn)	24%	78µM*	8%	45%	?
CCOC(=O)C1(Cc2ccccc2C)CCCN(C(=O)c2ccnn2C)C1 (stereo not drawn)	3.0%	5%	-16%	-6%	0%
CCOc1ccc(NC(=O)c2cc3cc4ccc(OC)cc4nc3o2)cc1	2.4%	3%	4%	9%	36%
CCOCCCn1c(=N)c(C(N)=S)cc2c(=O)n3cccc(C)c3nc21	4.9%	-12%	15%	-7%	-8%
COc1ccc(CCN(C)C2CCCN(C(=O)Cn3cnnn3)C2)cc1OC (stereo not drawn)	0.7%	-10%	-10%	1%	0%
CC1CCN(C(=O)COC(=O)c2nn(C)c(=O)c3ccccc23)CC1	0.5%	-5%	7%	0%	-8%
Cc1ccc(CNS(=O)(=O)c2c(N)n(C)c(=O)n(C)c2=O)cc1	4.4%	-2%	-9%	-7%	-20%
O=C(/C=C/c1ccc(-c2ccc(F)cc2)o1)N1CCCC1	2.6%	1%	2%	69%	?
COc1ccc(Cl)cc1NC(=S)Nc1cccc(C)c1	6.3%	0%	-21%	74%	0%
CC(C)N1CCC(NC(=O)NC2CCCCC2)CC1	0.8%	-2%	7%	15%	0%
O=C(Nc1nc2c(Cl)cccc2s1)C1CC1	2.6%	-8%	-6%	12%	2%
Cc1ccc(NC(=O)CN(C)C(=O)c2ccccc2OCc2c(C)noc2C)cc1	1.7%	2%	-3%	-14%	-10%
O=C(O)c1ccc(N=N/C(=N\Nc2ccc(C(=O)O)cc2)c2ccccc2)cc1	i	0%	15%	30%	12%
Cc1ccc(-c2csc3nnc(SCc4csc(C)n4)n23)cc1	1.4%	-2%	0%	34%	0%
COc1ccccc1NC(=O)CN1CCN(CC(=O)Nc2ccc3c(c2)OCO3)CC1	1.4%	-5%	2%	60%	15µM*
CCC(C)C(NC(=O)[C@@H](NC(=O)c1ccccc1F)C(C)C)C(=O)OC (stereo partly drawn)	0.4%	-5%	-3%	22%	-1%
O=C(Cc1ccc(Cl)cc1)Nc1cc(Cl)ccn1	6.0%	4%	-24%	62%	8%
